# Assay outcomes as filed in PubChem.
# CCT modulator: changes cytosolic chaperonin activity; purified chaperonin ATPase assay, HTRF ADP detection, 30 min; AID 651819; activity change, % (test concentration not listed), hits read low; hit rate 0.3% among 360,000; in the data active = activity change below about -30%; note: % is set by controls: 0 for no effect and ±100 for the full control effect
#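 Nucleotide hydrolysis assay: TRiC at 20–40 nM final (set by batch activity) with 10 uM ATP, 30 min at 37 °C, in presence of 76 uM compound. Detection by competitive ADP HTRF, 30 min ambient.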
# TGFb SMAD3 inh: inhibitors of TGF-b signaling; HepG2 CAGA-GFP TGF-b/SMAD3 reporter, GFP fluorescence, 18 h; TGF-beta stimulated, 500 pg/mL final; Potency, µM (series often up to 46.1 µM), without a hit: at the highest dose activity, negative = inhibition, most hits filed as inhibitors; hit rate 1.2% among 410,000; AID 588855; note: potency is the fitted concentration of half-maximal effect; % is set by controls: 0 for no effect and ±100 for the full control effect; nearly all actives have a fitted effect of over 65% in size
#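 HEPG2 CAGA-GFP reporter cells (1000/well, DMEM with 1% FBS) received compounds, then recombinant TGF-beta at 500 pg/mL final for 18 hours at 37 degrees C. Per-cell GFP summed per well was normalised to unstimulated and stimulated DMSO controls before curve fitting.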
# Akt phos inh: Akt phosphorylation inhibition; Neuro2A IGF-stimulated pAkt S473 HTRF, 20 min; active compounds read low; hit rate 0.32% among 360,000; activity change, % for hits at 50 µM; in the data active = activity change below about -80%; inconclusive = mostly about -51% to -80%; note: % is set by controls: 0 for no effect and ±100 for the full control effect
#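 Single-point screen (50 µM final compound) in Neuro2A cells stimulated 20 min with 6 nM IGF at 37 deg C. After lysis, Ser473-phosphorylated Akt read by HTRF (ex 330 nm, em 615/665 nm) as the 665/615 ratio.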
# EPAC2 antagonist: blocks human EPAC2 exchange factor | EPAC2 GEF exchange of Rap1B-BODIPY-GDP, fluorescence | hit rate 0.18% among 360,000 | AID 720708 | Potency, µM (doses to about 114 µM), for inactives: at the highest dose activity, negative = inhibition, most hits filed as inhibitors | Q8WZA2; note: potency is the fitted concentration of half-maximal effect; % is set by controls: 0 for no effect and ±100 for the full control effect; nearly all actives have a fitted effect of over 45% in size; many of its hits are not listed in these tables
# Target sequence (Q8WZA2 whole entry, looked up): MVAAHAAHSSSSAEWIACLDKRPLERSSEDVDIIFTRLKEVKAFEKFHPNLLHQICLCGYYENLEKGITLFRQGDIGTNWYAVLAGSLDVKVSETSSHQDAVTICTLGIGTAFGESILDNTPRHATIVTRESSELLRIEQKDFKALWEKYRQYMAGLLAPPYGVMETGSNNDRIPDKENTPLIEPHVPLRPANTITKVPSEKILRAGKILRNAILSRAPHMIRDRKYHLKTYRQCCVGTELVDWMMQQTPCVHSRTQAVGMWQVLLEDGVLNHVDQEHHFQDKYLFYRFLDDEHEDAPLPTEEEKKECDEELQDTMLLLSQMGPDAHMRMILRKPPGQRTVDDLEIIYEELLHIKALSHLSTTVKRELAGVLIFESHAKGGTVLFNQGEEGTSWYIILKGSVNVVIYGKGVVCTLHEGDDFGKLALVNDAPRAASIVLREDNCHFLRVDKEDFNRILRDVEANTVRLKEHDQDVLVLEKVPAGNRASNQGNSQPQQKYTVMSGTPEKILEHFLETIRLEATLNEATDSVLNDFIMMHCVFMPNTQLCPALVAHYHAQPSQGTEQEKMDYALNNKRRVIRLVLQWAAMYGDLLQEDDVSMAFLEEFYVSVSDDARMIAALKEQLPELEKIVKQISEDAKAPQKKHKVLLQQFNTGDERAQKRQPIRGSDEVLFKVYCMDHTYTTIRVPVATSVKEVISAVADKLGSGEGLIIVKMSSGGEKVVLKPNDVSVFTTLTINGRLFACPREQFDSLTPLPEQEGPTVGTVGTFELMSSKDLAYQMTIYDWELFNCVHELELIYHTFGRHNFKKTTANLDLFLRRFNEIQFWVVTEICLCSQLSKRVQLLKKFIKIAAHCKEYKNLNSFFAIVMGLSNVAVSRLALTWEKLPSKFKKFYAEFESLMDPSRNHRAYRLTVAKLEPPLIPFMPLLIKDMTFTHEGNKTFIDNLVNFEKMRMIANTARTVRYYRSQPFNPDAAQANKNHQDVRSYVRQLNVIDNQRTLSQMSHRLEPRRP
# EPAC2 ag: EPAC2 (human) agonism. hit rate 0.079% among 360,000. Potency, µM (doses to about 154 µM), for the others: at the top dose activation, actives largely listed as activators. AID 720711. EPAC2 activation, biochemical qHTS; response scale: 100% = 6.5 mM cAMP response. Q8WZA2; note: potency is the fitted concentration of half-maximal effect; nearly all actives have a fitted effect of over 50% in size
#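 Compounds were added across a concentration range to EPAC2 (100 nM), RAP1B-BODIPY-GDP (250 nM) and GDP (50 uM). After 5 min at room temperature, fluorescence was recorded at 5-min intervals for 30 min.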
# Nrf2 inh: blocks Nrf2 signaling | A549 ARE-Fluc reporter, luciferase luminescence, 18-24 h | hit rate 2.1% among 360,000 | Potency, µM (highest dose often 46 µM), for the others: at the highest dose activity change, negative = inhibition, hits mostly inhibitors; note: potency is the fitted concentration of half-maximal effect; % is set by controls: 0 for no effect and ±100 for the full control effect; nearly all actives have a fitted effect of over 60% in size
#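 Cells were seeded and rested 2 h, then exposed to compounds for 18-24 h. CellTiter-Fluor was read first as a viability measure. BugLite was added 15 min before the final luminescent read of ARE-luciferase activity in A549 cells.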
# Mm-Cpn inhibitor: inhibitors of Methanococcus maripaludis chaperonin (MmCpn); Potency, µM (doses to about 76.9 µM), for the others: top-dose activity, negative = inhibition, usual class: inhibitors; AID 504842; hit rate 0.031% among 330,000; purified Mm-Cpn ATPase, ADP Transcreener TR-FRET; note: potency is the fitted concentration of half-maximal effect; % is set by controls: 0 for no effect and ±100 for the full control effect; nearly all actives have a fitted effect of over 80% in size
#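 ATPase turnover read by TR-FRET ADP competition (Eu cryptate antibody/ADP-d2, 665/590 nm): 10uM ATP final, 25nM Mm-CPN final, 30 min 37degC after 10-min compound preincubation, pH 7.4 Tris/KCl/MgCl2/DTT buffer.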
# Nrf2 activator: activators of Nrf2 (ARE) signaling | AID 624171 | AREc32 ARE-luciferase reporter (MCF7-derived line), luminescence, 24 h | Potency, µM (series often up to 46.1 µM), inactives show at the highest dose activation, most hits filed as activators | hit rate 0.31% among 410,000; note: potency is the fitted concentration of half-maximal effect; % of control where 0% means no effect; nearly all actives have a fitted effect of over 65% in size
#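 Each well held 1000 AREc32 cells, which were incubated with compound for 24 hr at 37 deg C after overnight attachment, and ARE reporter activity was quantified by firefly luciferase luminescence.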
# A549 viability: counter-screen for Nrf2 inhibitors: cytotoxicity in A549 cells; AID 504648; Potency, µM (top dose mostly 46 µM), inactives show top-dose activity change, negative = cytotoxicity, usual class: inhibitors; A549 ARE-Fluc cells, CellTiter-Fluor viability, 18-24 h; hit rate 0.16% among 390,000; note: potency is the fitted concentration of half-maximal effect; % is set by controls: 0 for no effect and ±100 for the full control effect
#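 A549 ARE_Fluc cells in 5% FBS OPTI-MEM were exposed to compounds in concentration-response for 18-24 h at 37 deg C. Viability was read by CellTiter-Fluor fluorescence (Ex 405/Em 525) after 30 min, before the luciferase read.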
# The depositor's hits bear a star; i = inactive; ? = inconclusive; / = no result given; [ ] = remark or other dose. Unless noted, calls come from the whole dose curve; as a rule, active = well fitted curve in the direction sought with a large enough effect; inconclusive = small, poorly fitted or top-dose-only effect, or another doubt; inactive = no such curve, though single readings can be large; an effect the other way counts as inactive or inconclusive. These rows are one share of the data (hit frequency here may not be typical).
cpd	SMILES	CCT modulator	TGFb SMAD3 inh	Akt phos inh	EPAC2 antagonist	EPAC2 ag
1	COc1cccc(CNC(=S)Nc2ccc3c(c2)c(=O)n(C)n3C)c1	-3.0	10%	i	-8%	9%
2	CCOC(=O)Cc1n[nH]c(=O)c2ccccc12	0.8	0%	i	4%	8%
3	c1cc(CN2CCN(C3CCCCCC3)CC2)ccn1	-2.8	-6%	i	2%	3%
4	Cc1ccc(S(=O)(=O)c2nc(S(C)(=O)=O)sc2N2CCCCC2C)cc1 (configuration not stated)	1.1	-5%	i	-21%	9%
5	Cc1ccc(-n2c(O)c(/C=N/NC(=O)C3COc4ccccc4O3)c3ccccc3c2=O)cc1 (configuration not stated)	2.0	?	i	-2%	-16%
6	O=C(C1CCN(S(=O)(=O)c2ccccc2F)CC1)N1CCN(Cc2ccc3c(c2)OCO3)CC1	-1.0	-2%	i	4%	12%
7	C=C(C)COc1ccc(-c2nc(N)ncc2-c2ccc(Cl)cc2)c(O)c1	1.3	?	i	-19%	8%
8	O=C(CSc1c2c(nc3ccc(Cl)cc13)CCCC2)NCc1ccco1	0.4	0%	i	0%	2%
9	Cc1ccc(-c2ccc(CN3C(C(C)C)C(=O)N(Cc4cn(CCC5OCCO5)nn4)CCS3(=O)=O)cc2)c(C)c1 (configuration not stated)	1.2	11µM*	i	?	-17%
10	O=C(Nc1ccccc1)C1CCCN(S(=O)(=O)c2ccc(-n3cnnn3)cc2)C1 (configuration not stated)	-1.6	0%	/	5%	-3%
11	CCN(CC(=O)Nc1ccccc1C(=O)OC)S(=O)(=O)c1ccccc1	-6.2	0%	i	3%	9%
12	N#Cc1ccsc1NC(=O)CCN1CCN(C(c2ccccc2)c2ccccc2)CC1	-1.7	0%	i	-6%	5%

cpd	Nrf2 inh	Mm-Cpn inhibitor	Nrf2 activator	A549 viability
1	/	/	0.6%	/
2	?	1%	0.1%	16%
3	-2%	1%	0.4%	-11%
4	?	?	?	-5%
5	?	-1%	0.1%	-28%
6	?	1%	0.1%	-1%
7	?	1%	-3.6%	-19%
8	-22%	-10%	11µM*	-8%
9	/	/	-3.1%	/
10	0%	-6%	0.5%	-2%
11	2%	1%	-1.0%	?
12	?	-4%	29%	0%

# Next section.
cpd	SMILES	CCT modulator	TGFb SMAD3 inh	Akt phos inh	EPAC2 antagonist	EPAC2 ag
13	NS(=O)(=O)c1ccc(CCNC(=O)CCCOc2ccccc2)cc1	-1.4	-8%	i	-3%	12%
14	O=C(NC1(C(F)(F)F)NC(=O)N(c2ccc(F)cc2)C1=O)c1ccncc1 (configuration not stated)	-0.3	-6%	i	-1%	2%
15	O=C(O)CCn1cc(/C=C/C(=O)c2ccc(Cl)cc2)c(-c2ccc(Br)cc2)n1	-2.3	?	i	-4%	-1%
16	O=C(O)/C=C/c1ccc(S(=O)(=O)Nc2ccc(OCc3ccccc3)cc2)cc1	1.3	-12%	i	-5%	-2%
17	COc1ccc(C(C)(C)C)cc1NC(=O)CCn1[nH]c(=O)ccc1=O	-1.7	13%	i	-4%	1%
18	COc1ccc(NC(=O)c2ccc3oc(=O)c(S(=O)(=O)c4ccc(F)cc4)cc3c2)c(OC)c1	/	0%	/	/	/
19	CCN(c1ccccc1)S(=O)(=O)c1ccc(C(=O)Nc2ccc(C)cn2)cc1	-2.3	-27%	i	-12%	9%
20	Cc1oc2c(cc(NS(=O)(=O)c3ccc(C(C)C)cc3)c3ccccc32)c1C(=O)OCc1ccccc1	/	0%	/	/	/
21	COC(=O)c1sccc1NC(=O)c1ccc(OC)c(OC)c1	-3.3	2%	i	0%	-5%
22	O=C(CN(Cc1ccccc1)C(=O)c1ccc2c(c1)OCCO2)NCc1ccc2c(c1)OCO2	-2.9	39%[activator]	i	-2%	-3%
23	CCc1ccc(OCc2nnc(SCC(=O)N3CCN(c4ccccc4)CC3)o2)cc1	-6.6	-18%	i	-1%	-4%
24	COc1ccc(NC(=O)C(NCC(C)C)c2ccccc2)cc1Cl (configuration not stated)	-0.8	4%	i	-3%	6%

cpd	Nrf2 inh	Mm-Cpn inhibitor	Nrf2 activator	A549 viability
13	10%	1%	-0.1%	1%
14	-13%	2%	0.3%	1%
15	?	-1%	?	-1%
16	7%	1%	0.4%	-2%
17	-21%	-4%	-0.5%	-10%
18	-27%	/	-1.4%	-8%
19	?	1%	3.5%	2%
20	10%	/	4.3%	10%
21	-10%	-2%	?	-7%
22	/	0%	0.4%	-3%
23	0%	0%	-0.6%	-5%
24	1%	-2%	0.4%	-1%

# The listing continues.
cpd	SMILES	CCT modulator	TGFb SMAD3 inh	Akt phos inh	EPAC2 antagonist	EPAC2 ag
25	CCOC(=O)N1CCN(CCC(=O)Nc2ccc(C)cc2)CC1	1.0	2%	i	-2%	-11%
26	CCC1Oc2ccccc2N(CC(=O)NCCCN2CCC(C)CC2)C1=O (configuration not stated)	0.8	13%	i	8%	-3%
27	CCOC(=O)C1=CCN(S(=O)(=O)c2ccccc2Cl)C1c1ccccc1 (configuration not stated)	-3.9	0%	i	-7%	12%
28	O=C(CNC(=O)c1ccccc1F)NCCc1ccccc1F	-0.2	-4%	i	4%	3%
29	C/C(=N\N1C(=O)CSC1=S)c1ccc(Br)cc1	-2.7	-20%	i	6%	11%
30	CCOC(=O)c1c(S(=O)(=O)NCC2CCN(Cc3cccc(F)c3)CC2)c(C)n(C)c1C	0.7	-1%	i	1%	-2%
31	Cc1ccc(S(=O)(=O)c2cnc(SCC(=O)Nc3ccc4c(c3)OCCO4)[nH]c2=O)cc1	/	2%	/	/	/
32	N#Cc1cccc(NC(=O)c2cc(C3CCCCN3C(=O)c3ccccc3)on2)c1 (configuration not stated)	-1.3	-7%	i	-4%	9%
33	Cc1cc(C)c(S(=O)(=O)Nc2cnc3ccccc3c2)c(C)c1	-2.3	?	i	-13%	18%
34	NS(=O)(=O)c1cccc(NC(=O)COC(=O)CNC(=O)c2ccc(-c3ccccc3)cc2)c1	-0.1	1%	i	-6%	11%
35	Cc1c(C)c2c(OCC(=O)N3CCC[C@H]3C(=O)O)cc3c(c2oc1=O)CCC(C)(C)O3	1.0	-13%	i	-2%	12%
36	Cc1noc(C)c1NC(=O)Nc1ccc2c(c1)C(=O)N([C@H](C)CO)C[C@H](C)[C@@H](CN(C)S(=O)(=O)c1c(C)noc1C)O2	0.7	-1%	i	9%	9%

cpd	Nrf2 inh	Mm-Cpn inhibitor	Nrf2 activator	A549 viability
25	4%	0%	-0.4%	-2%
26	-7%	3%	0.8%	-5%
27	/	/	6.8%	/
28	?	-2%	0.2%	2%
29	11%	0%	0.2%	1%
30	6%	-1%	-0.5%	-4%
31	15%	/	-0.8%	1%
32	/	/	0.5%	/
33	-14%	-4%	3.2%	1%
34	13%	-1%	-0.7%	-1%
35	-7%	-15%	-0.6%	-2%
36	12%	2%	0.4%	10%

# Screen by screen, as entered above:
# Entries 28 to 34 in CCT modulator: -0.2, -2.7, 0.7, /, -1.3, -2.3, -0.1
# Entries 28 to 34 in TGFb SMAD3 inh: -4%, -20%, -1%, 2%, -7%, ?, 1%

# Additional records
cpd	SMILES	CCT modulator	TGFb SMAD3 inh	Akt phos inh	EPAC2 antagonist	EPAC2 ag
37	COC(=O)CNC(=O)/C=C/c1cc(Br)ccc1OC	-2.1	-3%	i	9%	1%
38	N/C(=N\OC(=O)c1cccs1)c1ccccc1	-1.7	-20%	i	1%	7%
39	COc1ccc(OCCCC(=O)NNC(=O)CCN2CCN(c3ccccc3)CC2)cc1	-0.8	?	i	8%	1%
40	O=C(NC(=S)Nc1ccc2[nH]c(=O)[nH]c2c1)c1ccccc1Cl	-0.1	-1%	i	12%	-4%
41	COCCNC(=O)c1cnn(-c2cccc(C)c2)c1-n1cccc1	/	-23%	/	/	/
42	COC(=O)c1c(C)[nH]c(C)c1-c1cccc([N+](=O)[O-])c1	-0.7	14%	i	-7%	3%
43	COC(=O)c1ccc2c(c1)C(C)(C)C(/C=C/c1ccc(OC)c(OC)c1OC)=[N+]2C	-2.1	10µM*	i	10%	15%
44	COc1ccc(C2=CSC3=NCCN23)cc1OC	-0.7	15%	i	3%	4%
45	Cc1ccccc1OCC(=O)OCC(=O)NC1CC1	-3.2	-4%	i	-6%	2%
46	CCCCCCNC(=O)CC(c1ccccc1)c1cc(Br)ccc1O (configuration not stated)	-0.6	13µM*	i	-12%	9%
47	Nc1cccc(C(=O)OCC(=O)NC2CCCc3ccccc32)c1 (configuration not stated)	-3.6	0%	i	-6%	1%

cpd	Nrf2 inh	Mm-Cpn inhibitor	Nrf2 activator	A549 viability
37	-6%	-3%	3.1%	-4%
38	?	-2%	10µM*	5%
39	1%	1%	-0.2%	-5%
40	22%	-2%	-0.5%	-2%
41	12%	/	-0.5%	23%
42	-27%	0%	2.7%	1%
43	16µM*	-22%	-3.3%	?
44	-7%	-4%	0.4%	-1%
45	9%	-1%	-0.2%	0%
46	/	3%	-0.6%	?
47	16%	-4%	0.0%	1%

# From compound 37 up to 38, as listed above:
cpd	SMILES	CCT modulator	TGFb SMAD3 inh	Akt phos inh	EPAC2 antagonist	EPAC2 ag
37	COC(=O)CNC(=O)/C=C/c1cc(Br)ccc1OC	-2.1	-3%	i	9%	1%
38	N/C(=N\OC(=O)c1cccs1)c1ccccc1	-1.7	-20%	i	1%	7%

cpd	Nrf2 inh	Mm-Cpn inhibitor	Nrf2 activator	A549 viability
37	-6%	-3%	3.1%	-4%
38	?	-2%	10µM*	5%
